# Assay outcomes deposited in PubChem by The Scripps Research Institute Molecular Screening Center.
# GPR7 antagonist: human neuropeptides B/W receptor 1 antagonism | hit rate 1.1% among 290,000 | inhibition, % at 4.4 µM | P48145 | GPR7-expressing cells, fluorescence antagonist assay; in the data active = inhibition above about 16%, passing the limit was not always enough;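 also: cells stimulated with the agonist NPW; 0% = agonist with vehicle and 100% = vehicle without agonist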
# Target sequence (P48145 whole entry, looked up): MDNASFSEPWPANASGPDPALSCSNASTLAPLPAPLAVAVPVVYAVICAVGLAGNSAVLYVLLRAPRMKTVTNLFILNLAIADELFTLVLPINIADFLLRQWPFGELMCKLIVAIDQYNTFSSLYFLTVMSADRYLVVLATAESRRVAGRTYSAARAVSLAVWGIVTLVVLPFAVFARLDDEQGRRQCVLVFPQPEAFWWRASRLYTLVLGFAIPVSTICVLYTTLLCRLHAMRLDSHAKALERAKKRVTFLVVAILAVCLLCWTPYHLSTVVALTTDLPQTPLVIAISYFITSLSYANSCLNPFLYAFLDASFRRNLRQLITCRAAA
# CHO-K1 Ca PAM: nonselective activator or artifact in parental CHO-K1 calcium assay | ATP EC20, Fluo-8 calcium fluorescence; 0% at ATP EC20, 100% at ATP max | activation, % at 3 µM | hit rate 0.02% among 360,000;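 active = activation above the run cutoff, the mean activation of all test compounds plus 3 SD, cut at about 40% in these data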;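 also: peak over basal fluorescence ratio in a 140 s read after ATP addition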
# OXTR agonist: agonists of human oxytocin receptor. P30559. CHO-OTR cells, Fluo-8 calcium fluorescence; normalized: DMSO 0%, oxytocin 100%. activation, % at 3 µM. hit rate 0.32% among 320,000. AID 2435;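 active = activation above the mean of all tested compounds plus 3 SD, cutoff set per screening run, cut at about 20% in these data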;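 also: peak over basal fluorescence ratio from a 100 s FLIPR kinetic read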
# CHO parental Ca: counter-screen: ATP calcium response change in parental CHO cells | parental CHO-K1, ATP-induced calcium, Fluo-8 fluorescence | hit rate 0.63% among 330,000 | inhibition, % at 5.6 µM;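 active = inhibition above that plate's mean sample inhibition plus 3 SD, cut at about 26% in these data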;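 also: 0% = ATP-challenged DMSO wells and 100% = DMSO wells without ATP; some compounds past the cut are filed as inactive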
#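 Measured by: calcium-sensitive Fluo-8 fluorescence / Test system: CHO parental line / Controls: ATP-challenged DMSO wells low, unchallenged DMSO wells high / Measure: % inhibition / Compound: single nominal dose of 5.6 µM per compound / Replicates: single well per compound, no replicates / Reagent: ATP as calcium-mobilizing challenge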
# OXTR potentiator: potentiators of human oxytocin receptor; P30559; CHO-OTR cells, Fluo-8 calcium fluorescence, potentiator mode; 0% = oxytocin EC15, 100% = EC100; activation, % at 3 µM; hit rate 0.061% among 320,000; AID 2445;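 active = activation above that plate's cutoff, the mean activation of tested compounds plus 3 SD, cut at about 6.6% in these data, passing the limit was not always enough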;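 also: 100% uses oxytocin at 75 nM as the full agonist control; some results filed as inactive read as strong as hits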
#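 assay system = CHO-OTR cells, human receptor | schedule = compound 6 min at room temperature before oxytocin, 100 s read | detection = Fluo-8 intracellular calcium fluorescence, ex 470-495, em 515-575 nm | evaluation = normalized max/min fluorescence ratio, % activation | control set = EC15 oxytocin alone as 0%, 75 nM oxytocin (EC100) as 100%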
# CHO-K1 Ca antag: counter-screen for M1 antagonists: effect in parental CHO-K1 cells; hit rate 0.6% among 360,000; ATP-induced calcium, Fluo-8 fluorescence; inhibition, % at 3 µM; AID 602250;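 active = inhibition above a per-plate cutoff, the plate's mean sample inhibition plus 3 SD, cut at about 24% in these data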;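 also: 0% = DMSO plus EC80 ATP and 100% = DMSO alone without ATP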
# M1 ag parental: nonselective activator or artifact in parental CHO-K1 cells | Fluo-8 calcium fluorescence; scaled to maximal ATP response, vehicle zero | activation, % at 3 µM | hit rate 0.48% among 360,000 | AID 602248; in the data active = activation above about 15%;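 also: untransfected CHO-K1 host cells lacking M1 receptor as counterscreen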
# TAAR1 antag: human TAAR1 antagonism; Q96RJ0; CHO RD-HGA16 TAAR1, Fluo-8 calcium fluorescence, antagonist; inhibition, % at 3 µM; hit rate 1.5% among 360,000; AID 624466;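 active = inhibition above a per-plate cutoff, the mean inhibition of test compounds on that plate plus 3 SD, cut at about 49% in these data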;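 also: 0% = DMSO plus EC80 beta-PEA response and 100% = DMSO alone without agonist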
#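 Assay system: CHO-derived RD-HGA16 cells stably expressing human TAAR1 plus Gα16. Timing: 140 s kinetic read after compound, 140 s after agonist. Technique: kinetic Fluo-8 calcium fluorescence measurement. Measure: % inhibition of agonist calcium response.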
# V1R ag counter: V1a receptor agonism, counter-screen for OXTR agonists; P37288; hit rate 0.25% among 320,000; activation, % at 3 µM; CHO-V1R cells, Fluo-8 calcium fluorescence, agonist mode; 0% DMSO, 100% 3 nM vasopressin;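 active = activation above the mean activation of all tested compounds plus 3 SD, per screening run, cut at about 20% in these data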;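 also: signal is peak over basal fluorescence ratio across a 100 second FLIPR read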
# Target sequence (P37288 whole entry, looked up): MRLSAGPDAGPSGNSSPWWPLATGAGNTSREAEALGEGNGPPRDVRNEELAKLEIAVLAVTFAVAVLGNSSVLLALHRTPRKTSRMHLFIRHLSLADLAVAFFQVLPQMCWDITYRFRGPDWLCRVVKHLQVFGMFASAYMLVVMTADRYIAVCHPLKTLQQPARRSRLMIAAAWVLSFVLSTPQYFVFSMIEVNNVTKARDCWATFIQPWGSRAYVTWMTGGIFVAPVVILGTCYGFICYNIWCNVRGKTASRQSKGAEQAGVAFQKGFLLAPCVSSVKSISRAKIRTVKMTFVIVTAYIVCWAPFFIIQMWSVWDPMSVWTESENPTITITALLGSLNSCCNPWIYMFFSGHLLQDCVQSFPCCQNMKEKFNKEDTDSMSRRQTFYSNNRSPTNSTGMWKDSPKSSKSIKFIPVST
# * marks the source's active call; other numbers are inactive results; . = no result given.
SMILES,GPR7 antagonist,CHO-K1 Ca PAM,OXTR agonist,CHO parental Ca,OXTR potentiator,CHO-K1 Ca antag,M1 ag parental,TAAR1 antag,V1R ag counter
CCOc1ccc(-c2nnc3ccc(SC(C)C)nn23)cc1,-26.4,-3.8,-1.3,-10.5,1.1,9.4,0.0,-8.8,-1.1
Cc1cc(C)c(S(=O)(=O)Nc2cccc3nsnc23)c(C)c1,-3.9,6.9,1.2,-14.9,-7.7,-8.9,1.2,-3.0,2.4
COc1ccc(C=NCCc2ccc(OC)c(OC)c2)cc1OC,.,19.4,.,.,.,-10.2,0.2,-13.2,.
COc1ccc(S(=O)(=O)N2CCN(CC(=O)NC(Cc3ccccc3)C(C)=O)CC2)cc1 (stereo not drawn),.,9.0,0.4,-2.4,-6.4,-7.6,0.5,10.2,-0.2
CCc1cnc(Nc2nc(C(N)Cc3ccc(Cl)cc3)cs2)nc1 (stereo not drawn),.,19.2,.,.,.,-7.3,2.3,28.7,.
Cc1ccc(S(=O)(=O)/N=C2\C=C(Nc3cccc(C(=O)O)c3)C(=O)c3ccccc32)cc1,-20.5,24.5,-1.0,-15.1,3.2,-18.9,1.0,0.8,-0.3
CCNC(=O)CN(c1ccccc1)S(=O)(=O)c1ccc(Cl)cc1,-16.3,23.1,-1.3,-9.2,-3.5,-2.2,0.6,15.2,-1.0
COc1cc2cc3c(N)c(C(=O)Nc4sc(C)c(C)c4C#N)sc3nc2cc1OC,-22.1,4.3,4.8,-11.3,-8.1,-7.7,1.6,-17.1,0.7
NC(=O)CC[C@H](NC(=O)[C@H](Cc1ccccc1)n1c(=O)[nH]c2ccccc2c1=O)C(=O)N1CCC[C@H]1C(=O)O,-2.7,-4.0,0.6,-7.3,-1.9,7.3,0.3,4.9,0.8
CCN(CC)c1ccc(/C=C/c2nc3ccccc3s2)cc1,9.9,.,7.4,-2.8,-12.0,.,.,.,6.0
Cc1nn(-c2ccccc2)c(C)c1CN(C)C(=O)c1ccc(S(=O)(=O)NCc2ccco2)cc1,.,13.8,-0.2,-20.4,0.6,-17.1,1.9,-1.3,1.3
CCN1CCN(C(=O)c2ccccc2NC(=O)c2ccc(Cl)cc2)CC1,-11.7,0.6,0.5,-7.3,-3.6,1.8,0.5,-21.6,0.2
CCC(=O)N1CCC1(C)C(=O)Nc1ccc(OC(F)F)cc1 (stereo not drawn),.,8.0,.,.,.,-9.5,0.6,-12.8,.
Cc1cc(OCc2nn[nH]n2)c2c(C)c(CC(=O)O)c(=O)oc2c1,-3.7,13.6,0.2,-9.2,-10.9,-6.4,-0.4,5.2,0.3
CC(=O)Nc1ccc(Br)c2ccccc12,-8.3,9.8,0.1,-7.2,-2.8,-1.5,0.1,-3.1,0.0
COCCNC(=O)CN(C(=O)CCC(=O)Nc1ccccn1)c1ccc(OC)cc1,18.6,-5.7,-0.1,-3.7,-6.3,1.3,0.2,-9.1,1.7
OCC1(Cc2ccccc2)CCN(Cc2cnc(-c3ccc(Cl)cc3)nc2)CC1,-6.0,-2.9,4.4,-10.0,-2.5,-0.1,1.5,2.2,3.5
O=C(CCc1nc2ccccc2c(=O)[nH]1)OCc1ccc(-c2ccccc2)cc1,-10.8,1.8,-1.8,-11.0,-8.0,2.7,0.4,-31.4,-0.4
CS(=O)(=O)NCCSCc1c(Cl)cccc1Cl,-9.7,18.8,0.3,1.7,4.6,0.7,0.8,-3.0,-0.3
CCCCCCc1nc2c(=O)[nH]c3ccccc3c2o1,-7.5,6.7,-0.1,-1.9,-11.1,-3.1,0.5,3.1,-0.2
O=[N+]([O-])c1ncn(Cc2c(Cl)cccc2Cl)n1,7.7,17.0,.,.,.,-15.7,1.5,16.5,.
NC(=O)c1ccc(N=Cc2ccc([N+](=O)[O-])s2)cc1,-1.3,-11.7,2.0,-5.3,-1.2,13.3,0.3,2.2,-0.1
CCCC(=O)NCCc1nc2ccccc2n1C,1.5,17.5,0.0,14.8,-17.2,-8.3,0.1,-11.7,1.2
CCOC(=O)C1(C(=O)OCC)NC(=O)CC1CC(C)C (stereo not drawn),.,16.8,.,.,.,-23.8,1.3,-9.5,.
CN(CC(=O)Nc1ccc(Cl)cc1)C(=O)CNC(=O)Cc1cccc2ccccc12,.,-1.4,-0.3,-28.0,-4.4,10.8,-0.8,-5.4,-0.1
N/C(=N\OC(=O)c1ccco1)c1cccc(Br)c1,1.8,0.3,0.1,0.6,-2.9,13.6,-0.3,7.8,0.2
Cc1ccc2nc(SCC(=O)Nc3ccc(F)cc3F)[nH]c2c1,-21.3,-3.8,-1.5,-10.9,-12.8,3.2,-0.6,-9.9,-1.2
C/C=C(\C)CN1CCCC(CO)(Cc2ccccc2)C1 (stereo not drawn),-0.7,11.3,-0.6,-22.8,-8.1,-3.9,0.9,-11.8,-0.3
O=C(c1cc(N2CCOCC2)c(F)cc1[N+](=O)[O-])N1CCOCC1,-0.9,-19.9,-0.1,3.4,-12.8,10.5,-0.1,4.2,0.6
O=C(Nc1ccccc1)[C@@H]1CC=C[C@@H]2CCN(Cc3ccccc3)C(=O)[C@@H]21,.,6.6,2.1,-14.2,2.2,-8.1,0.6,4.0,-0.4
COC(=O)c1ccc(-c2c(-c3ccccc3)ncc3cc(OC)c(OC)cc23)cc1,.,-24.9,-0.6,-26.4,-4.0,8.1,-0.3,8.8,-0.2
Cc1cc(C(=O)CSCCCn2c(=O)[nH]c3ccccc32)c(C)n1C,0.4,12.6,-0.9,-11.2,-20.6,-0.3,4.0,7.6,3.2
Cc1nnc(SCC(=O)N/N=C/c2cn(-c3ccccc3)nc2-c2ccccc2)n1-c1ccccc1,-7.0,9.5,-1.1,-33.5,-6.1,-4.9,1.4,21.7,-0.2
O=C(CN1CCN(Cc2ccccc2Cl)C1=O)NCc1ccco1,-16.2,21.8,-1.4,-7.1,-3.3,-18.0,0.0,-9.2,0.8
CCCOc1ccc(F)cc1-c1cc(C(=O)NCc2ccc(F)cc2)[nH]n1,.,-6.9,.,.,.,1.3,0.1,53.6*,.
CCCS(=O)(=O)c1nc(S(=O)(=O)c2ccc(C)cc2)c(N2CCN(CC)CC2)s1,2.9,12.2,-0.6,3.0,-11.4,-11.6,1.0,1.1,-0.7
CC1=NN(CCC#N)C(=O)/C1=C/c1ccc(N(C)C)cc1,-1.3,10.7,-2.1,0.5,-0.7,-24.4,-0.3,-8.1,-2.0
CNC(=O)COc1ccccc1C(=O)Nc1ccc2c(c1)oc1ccccc12,14.8,-1.0,3.9,17.5,-8.8,0.6,0.3,23.4,0.8
CC1=C(C(=O)N2CCOCC2)CC(CC(=O)NC2CCCCC2)C(=O)N1Cc1ccc(F)cc1 (stereo not drawn),.,11.6,.,.,.,-18.2,-0.1,-4.9,.
CCn1c(C)nc2cc(C(=O)N/N=C/c3cccc(OC)c3O)ccc21,-6.5,1.8,-0.8,-9.8,-10.0,-6.0,0.1,-7.5,-0.2
COc1ccc(NC(=O)COC(=O)C2CC2)c(OC)c1,.,1.0,0.5,-8.4,8.7,-6.7,0.3,-6.8,0.2
CC(=O)N1CCc2cc(S(=O)(=O)N3CCc4ccccc4C3)ccc21,-10.9,19.8,2.6,-34.5,-12.3,-8.8,0.9,0.4,3.1
CCCS(=O)(=O)N1CCN(C(=O)c2cccs2)CC1,5.3,15.6,1.0,4.0,-7.5,-14.3,0.2,-4.6,-0.2
COC(=O)C1=CN(c2ccc(OC)cc2)C=C(C(=O)OC)C1c1ccc([N+](=O)[O-])cc1,1.5,-10.2,.,.,.,-1.8,-0.3,-22.4,.
O=C(c1ccc2c(c1)OCO2)C1CCCN(Cc2cn[nH]c2-c2cccc(F)c2)C1 (stereo not drawn),1.3,15.4,3.3,-30.0,1.6,-3.3,0.9,-5.2,1.5
CC1CC(NC(=O)N(C)C)N(C)C(=O)N1 (stereo not drawn),-10.9,18.6,1.2,0.0,4.7,-4.1,0.0,-7.8,1.0
Cc1cc(N2CCCC2)nc(SCC(=O)c2ccccc2)n1,-2.9,15.1,-0.4,-22.3,-1.1,0.1,1.5,3.8,1.6
CCOc1ccc(C(=O)Nc2cccc(-c3cc4ccccc4oc3=O)c2)cc1[N+](=O)[O-],-3.9,12.6,-1.4,-18.1,-17.5,3.1,-0.7,21.3,-0.7
O=C(c1ccc(O)cc1)c1ccc(C(=O)O)c(C(=O)O)c1,-20.2,-8.1,0.8,7.0,-5.3,15.7,-0.6,17.8,1.0
CCN(c1ccc(OCC(=O)OCC(=O)c2c(N)n(C)c(=O)n(C)c2=O)cc1)S(=O)(=O)c1ccccc1,-2.2,3.7,3.6,13.3,-11.3,-15.6,11.1,-21.4,2.0
Cc1c(C(=O)Nc2ccc3c(c2)OCCO3)oc2ccc(Br)cc12,.,18.9,-0.4,-16.6,-4.6,0.0,-0.4,-1.8,-0.9
COc1cccc(NC(=S)NCc2ccco2)c1,-9.9,8.7,-0.9,-8.3,-6.5,-2.0,0.6,-17.3,0.1
Cc1ccc(NC2CCCN(C(=O)CCN3CCOCC3)C2)cc1C (stereo not drawn),-23.7,19.4,-0.5,-16.3,2.1,-4.4,3.1,-18.5,0.1
COc1cc(/C=C2\SC(=O)N(CC(=O)Nc3cccc(C)c3)C2=O)ccc1OC(C)C(=O)O (stereo not drawn),.,12.1,-1.0,-0.5,-9.4,-4.2,2.7,-3.9,-1.1
O=[N+]([O-])c1ccc(N2CCN(CCOCCO)CC2)c([N+](=O)[O-])c1,-4.1,6.6,0.7,2.9,-1.1,-12.0,1.0,7.4,0.8
CC1=NN2C(=N)/C(=C\c3ccc(SCc4ccccc4)o3)C(=O)N=C2S1,-3.6,14.2,-0.1,0.8,-2.1,2.0,0.5,-5.1,0.0
CC(C)NC(=O)Cn1cc(S(=O)(=O)N2CCCC2)c(S(=O)(=O)N2CCCC2)c1,-5.8,10.2,-0.2,-8.1,-11.8,-16.2,0.1,-12.9,0.1
CCC1=Nc2cc(C(=O)NCc3ccco3)ccc2Sc2ccc(Cl)cc21,4.2,15.4,-1.2,-12.3,-4.8,-10.0,0.1,1.1,0.7
CC(C)(C)c1ccc(S(=O)(=O)NCC(=O)N2CCN(Cc3ccccc3)CC2)cc1,-19.1,-5.4,0.1,-19.7,-6.3,-2.9,2.2,-15.7,3.9
CCC(=O)NC(=S)NNC(=O)c1ccc(NC(=O)c2ccccc2)cc1,-2.6,23.9,-0.5,-3.8,-3.4,-14.3,0.5,-10.7,0.8
